SIRT5 block = inhibitors of human sirtuin-5 desuccinylase; Purified SirT5, succinyl-peptide AMC, trypsin-coupled fluorescence; inhibition, % at 15 µM; 1.1% of 330,000 active; AID 652115; in the data active means inhibition above about 15%; inconclusive means no clear call, values can overlap the other calls
Target sequence (Q9NXA8 whole entry, looked up): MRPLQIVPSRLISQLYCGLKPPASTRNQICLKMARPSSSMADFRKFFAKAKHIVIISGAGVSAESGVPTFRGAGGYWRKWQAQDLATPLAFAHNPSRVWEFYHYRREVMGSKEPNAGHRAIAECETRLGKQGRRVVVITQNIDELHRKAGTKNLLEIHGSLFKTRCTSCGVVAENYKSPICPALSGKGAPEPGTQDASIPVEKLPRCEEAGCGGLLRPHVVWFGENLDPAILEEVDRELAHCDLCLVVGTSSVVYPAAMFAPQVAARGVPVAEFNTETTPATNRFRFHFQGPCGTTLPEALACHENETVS
ARNT-TACC3 inh = ARNT/TACC3 interaction disruption; AlphaScreen His-ARNT PAS-B/GST-TACC3 binding, luminescence; TACC3 fragment carries E629A point mutation; inhibition, % at 9.99 µM; 0.66% of 390,000 active; AID 623870;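 active means mean inhibition of replicates at least 50% and at least half of replicates each reaching 50%; inconclusive means half or more replicates reach 50% but mean below 50%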;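 further: 0% = complete ARNT plus TACC3 wells and 100% = ARNT alone without TACC3; many hits fall short of the cut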
LGR2 inh = inhibitors of bursicon-induced Drosophila LGR2 receptor cAMP signaling. HEK293 LGR2, CRE-luciferase, bursicon-stimulated, 4 h. inhibition, % at 9.99 µM. 0.35% of 380,000 active. AID 720647;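 active means drop in luminescence signal, shown as inhibition above about 50% in the replicate tests, limit read from the data, passing the limit was not always enough; inconclusive means probably only some replicates passing the limit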;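 further: agonist challenge used bursicon conditioned medium at about half maximal strength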
DENV2 CPE = protects cells from dengue virus 2 cytopathic effect; DENV2-infected cells, cytopathic effect rescue, plate reader; CPE inhibition, % at 9.99 µM; 1.7% of 350,000 active; in the data active means CPE inhibition above about 20%, passing the limit was not always enough; inconclusive means no clear call, values can overlap the other calls; tested in BHK-21 cells;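 further: 0% = median of neutral control wells and 100% = median of positive control wells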
Casp6 inh = blocks human caspase-6 cleavage activity. P55212. purified caspase-6, Z-VEID-R110 cleavage fluorescence. inhibition, % at 12.5 µM. 0.53% of 350,000 active. AID 686996;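 active means mean inhibition across replicates at least about 35%, with every replicate also reaching that limit, limit read from the data; inconclusive means only one of the two criteria met; inactive means neither criterion met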;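 further: 0% = median of neutral control wells and 100% = no fluorescence left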
Target sequence (P55212 24-179 limits assumed): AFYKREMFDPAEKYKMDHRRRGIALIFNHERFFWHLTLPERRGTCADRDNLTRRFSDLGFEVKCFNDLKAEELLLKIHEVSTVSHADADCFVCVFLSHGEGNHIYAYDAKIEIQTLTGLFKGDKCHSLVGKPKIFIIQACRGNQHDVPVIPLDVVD
Target sequence (P55212 194-293 limits assumed): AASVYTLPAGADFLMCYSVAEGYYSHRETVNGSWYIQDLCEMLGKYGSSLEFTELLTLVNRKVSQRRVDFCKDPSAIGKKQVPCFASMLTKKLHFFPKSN
PAX8 inh HTS = PAX8 transcriptional activity inhibition | inhibition, % at 12.6 µM | 1.2% of 360,000 active | RMG-I TPO-luciferase reporter, SteadyGlo, 24 h | AID 652154;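 active means mean replicate inhibition at least 60% with every replicate also reaching 60%; inconclusive means only one of the two criteria is met; inactive means mean below 60% and not all replicates reaching 60%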;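 further: luciferase light reporting Pax8 driven TPO promoter activity; plate controls were median of neutral control wells for no effect and mitoxantrone controls for full effect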
EWS-Fli block = inhibitors of EWS/Fli oncoprotein transcriptional activity. inhibition, % at 12.6 µM. 0.67% of 350,000 active. A673 NR0B1-luciferase reporter, viability-normalised;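 active means mean inhibition of at least 50% after viability correction, with every replicate also passing that limit; inconclusive means mean reaches 50% but only one of two replicates passes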;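 further: firefly luciferase signal divided by Alamar Blue viability fluorescence both relative to DMSO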
* marks the source's active call; other numbers are inactive results; ? = inconclusive; . = not tested or not shown; & = joins results of further samples.

SMILES | SIRT5 block | ARNT-TACC3 inh | LGR2 inh | DENV2 CPE | Casp6 inh | PAX8 inh HTS | EWS-Fli block
CCNC(=O)c1cccc(NC(=O)CN2C(=O)NC3(CCCCC3)C2=O)c1 | -2 | -4 | -2 | 8 | 6 | -14 | -3
COc1ccc(C(=O)Nc2cc3c(oc2=O)CCCC3=O)cc1 | 2 | -3 | -15 | . | 44* | -112 | -23
CNc1cncc(-c2ccc(O)cc2C)n1 | -9 | . | -1 | 1 | -2 | -23 | -2
CCC1=C(OC(=O)N(CC)CC)N2C(=O)OC(=NCCc3c[nH]c4ccccc34)[C@]2(Cc2ccccc2)[C@H]2C1=CC[C@H]1C(=O)N(CC(=O)OC)C(=O)[C@H]12 | 5 | -4 | . | . | 0 | -16 | 7
COc1ccc(/C=C/C(=O)OCC(=O)Nc2ccc(Cl)c(S(=O)(=O)N(C)C)c2)cc1OC | . | -2 | . | -18 | -1 | 29 | 11
COc1ccc([C@@H](OC)[C@@]2(Cc3ccc(O)cc3)N=C(N)N(C)C2=O)cc1 | -7 | -6 | 6 | -15 | 6 | -11 | 2
CC1NC(=O)c2cc3ccccc3cc2-n2c1nc1ccccc1c2=O (stereo not given) | 0 | . | 12 | 6 | -6 | 2 | 3
CCN1CCN(c2cc(C)c3cc(NC(=O)CCC(=O)N4CCN(c5ccccc5)CC4)ccc3n2)CC1 | -3 | 7 | 6 | -5 | -8 | -14 | 15
O=C1N[C@H](Cc2ccccc2)COC(=O)[C@H](Cc2ccc(F)cc2)C/C=C\C[C@@H]1CC(=O)N(CCO)Cc1ccccc1 | -1 | -10 | 13 | 5 | -1 | 16 | -8
COc1ccc(S(=O)(=O)N(C)C[C@@H]2Oc3c(NS(=O)(=O)c4ccc(C)cc4)cccc3C(=O)N([C@H](C)CO)C[C@H]2C)cc1 | 0 | . | -7 | 43* | 2 | . | -2
C[C@@H]1CN([C@H](C)CO)C(=O)CCCn2cc(nn2)CO[C@@H]1CN(C)Cc1ccncc1 | -5 | -4 | 12 | . | -1 | . | -2
COc1ccc(CNC(=O)CN(Cc2ccccc2Cl)C(=O)c2csnn2)cc1 | -4 | -5 | 11 | -4 | -4 | -8 | 6
O=C(NNC(=O)C1C2CCCCC21)c1coc(=O)c(Br)c1 (stereo not given) | -2 | -2 | -11 | -3 | 27 | -12 | 1
COc1ccc(S(=O)(=O)Nc2ccc3c(c2)CC(=O)N([C@H](C)CO)C[C@@H](C)[C@@H](CN(C)Cc2ccc(Cl)c(Cl)c2)O3)cc1 | -1 | -3 | 30 | 5 | 0 | 8 | -14
CC(C)CC#Cc1ccc2c(c1)O[C@@H](CN(C)Cc1ccc3c(c1)OCO3)[C@H](C)CN([C@@H](C)CO)S2(=O)=O | 12 | -3 | . | -2 | 7 | . | 36

Further results follow:
SMILES | SIRT5 block | ARNT-TACC3 inh | LGR2 inh | DENV2 CPE | Casp6 inh | PAX8 inh HTS | EWS-Fli block
COc1cc(C)ccc1OCCOCCOc1ccc([N+](=O)[O-])cc1 | 2 | 0 | 5 | . | 4 | 4 | 9
O=C(C[n+]1cccc2ccccc21)c1ccc([N+](=O)[O-])cc1 | 1 | . | -14 | 7 | 4 | 39 | 2
Cn1ccc(C(=O)OCC(=O)Nc2ccccc2Cl)n1 | 0 | . | 3 | -6 | 4 | -14 | -18
C[C@@H]1CCCCO[C@H](CN(C)C(=O)Nc2ccc(C(F)(F)F)cc2)[C@@H](C)CN([C@H](C)CO)C(=O)c2cc(NC(=O)Nc3ccc(F)cc3)ccc2O1 | 7 | 3 | 6 | -1 | 0 | 8 | -14
Cc1ccccc1N/C(SCc1cccc(Br)c1)=C(/C#N)C(N)=O | . | 2 | 2 | . | . | 5 | .
Cc1cc(C)cc(SCc2noc(C(=O)NCCN(C)C)c2C(=O)NCCN(C)C)c1 | -2 | . | -4 | -6 | -24 | 8 | 5
COC(=O)CC(=O)CC(NS(=O)(=O)c1ccc(C)cc1)c1ccccc1 (stereo not given) | 0 | . | -1 | -12 | 0 | -22 | -5
Cc1cc(S(=O)(=O)Nc2ccc3c(c2)COC3=O)ccc1F | -2 | -1 | -7 | 2 | 2 | 8 | -3
C[C@@H]1CN([C@H](C)CO)C(=O)Cc2cc(NC(=O)CCCCCC(=O)Nc3ccccc3N)ccc2O[C@@H]1CN(C)Cc1ccncc1 | 3 | -1 | 4 | 5 | 3 | -9 | -17
Cc1ccc(CNS(=O)(=O)c2ccc3c(c2)NC(=O)CO3)cc1 | -4 | 6 | -13 | -2 | -2 | 13 | .
CCCc1cc(C(=O)N2CCCC(N3CCN(c4ccc(F)cc4)CC3)C2)no1 (stereo not given) | 0 | 0 | 6 | ? | 0 | 4 | 14
C[C@@H]1CN([C@@H](C)CO)C(=O)c2cc(NS(=O)(=O)c3ccc(Cl)cc3)ccc2O[C@@H](C)CCCCO[C@@H]1CN(C)Cc1ccncc1 | 6 | 0 | -6 | -5 | 0 | 2 | -7
CCOC(=O)C1(CCCc2ccccc2)CCN(C(=O)c2cnc(C)cn2)CC1 | -1 | . | -16 | -6 | 2 | 7 | 5
COc1cc(C(=O)NC2(C(F)(F)F)NC(=O)N(CCCc3ccccc3)C2=O)cc(OC)c1OC (stereo not given) | 1 | 0 | 22 | -15 | 2 | 16 | -7
COc1ccc(CN(C)C[C@@H]2Oc3c(NC(=O)CCCCCC(=O)Nc4ccccc4N)cccc3C(=O)N([C@H](C)CO)C[C@H]2C)cc1 | 0 | . | -5 | -3 | 1 | 31 | .

Next part; the last 2 above are carried over.
SMILES | SIRT5 block | ARNT-TACC3 inh | LGR2 inh | DENV2 CPE | Casp6 inh | PAX8 inh HTS | EWS-Fli block
COc1cc(C(=O)NC2(C(F)(F)F)NC(=O)N(CCCc3ccccc3)C2=O)cc(OC)c1OC (stereo not given) | 1 | 0 | 22 | -15 | 2 | 16 | -7
COc1ccc(CN(C)C[C@@H]2Oc3c(NC(=O)CCCCCC(=O)Nc4ccccc4N)cccc3C(=O)N([C@H](C)CO)C[C@H]2C)cc1 | 0 | . | -5 | -3 | 1 | 31 | .
Cc1ccc(NC(=O)CSCC(=O)N2CCN(C(=O)c3ccco3)CC2)cc1 | 2 | -9 | . | 6 | 1 | 0 | -1
CN(CCOc1ccccc1)C(=O)c1cc([N+](=O)[O-])cc([N+](=O)[O-])c1 | 27* | -2 | 3 | 2 | 7 | 0 | 11
O=C(NCC1COCCO1)c1ccc(OC2CCN(CCc3ccccc3)CC2)cc1 (stereo not given) | 1 | -47 | 17 | 0 | 0 | 4 | 4
CC(=O)NC1C(=O)N(CCN2CCOCC2)c2ccc(Cl)cc21 (stereo not given) | -2 | -32 | -5 | 2 | 40* | -9 | 8
C=CCNc1ncnc2c1ncn2[C@H]1CN(CCOC)C[C@@H](CO)O1 | . | . | -3 | -7 | 6 | 2 | -6
Cc1ccc(C(=O)COc2ncnc3cc(Cl)ccc23)cc1 | -2 | . | -31 | 8 | 1 | -10 | -13
CCCCN(C(=O)C(C)N1C(=O)c2ccccc2C1=O)c1c(N)n(CCCC)c(=O)[nH]c1=O (stereo not given) | -2 | 3 | -8 | 0 | 0 | -1 | -2
O=C1C(=Cc2ccccc2O)SC(=S)N1CCCN1CCOCC1 | 0 | . | -1 | 2 | 3 | 26 | 12
N#C/C(=C(/O)c1ccc(Br)s1)c1nc2ccccc2[nH]1 | 0 | -8 | -36 | 1 | 0 | 24 | 27
COC(=O)[C@H]1C[C@H]2[C@@H]3CC[C@H]4C[C@@H](OC)CC[C@]4(C)[C@H]3CC[C@]2(C)[C@@]2(CCCO2)O1 | 2 | -4 | 16 | 16 | 2 | -1 | 6
CC(C)CN(C(=O)COc1ccccc1C(=O)NCc1ccccc1)C1CCS(=O)(=O)C1 (stereo not given) | . | . | 2 | ? | 0 | -8 | 3
CCCC(C)NC(=O)C1c2ccccc2Oc2ccccc21 (stereo not given) | 3 | 2 | -3 | -3 | -7 | 15 | 17
CNC(=O)C[C@H]1CC[C@H]2[C@H](COc3ccc(NC(=O)c4cccc(F)c4)cc3C(=O)N2C)O1 | 3&-2 | -5&-8 | 7&-3 | -1&8 | -1&0 | -7&-7 | -7&-9
CCCc1cn(CC[C@H]2CC[C@H](NC(=O)C3CC3)[C@@H](CO)O2)nn1 | 5 | 4 | -1 | 18 | -3 | -13 | -5
O=C(COC(=O)c1cc(=O)[nH]c2ccccc12)c1ccccc1 | 2 | 1 | 4 | -4 | -4 | -8 | 5

Next structures follow.
SMILES | SIRT5 block | ARNT-TACC3 inh | LGR2 inh | DENV2 CPE | Casp6 inh | PAX8 inh HTS | EWS-Fli block
O=C([C@@H]1[C@@H](CO)[C@@H]2Cn3c(ccc(-c4ccccc4F)c3=O)[C@H]1N2C(=O)C1CC1)N1CCOCC1 | -11 | 2 | -5 | -2 | -1 | -12 | 2
COc1cc(-c2n[nH]c(=S)n2Cc2ccccc2)cc(OC)c1OC | -3 | 0 | -10 | 8 | -2 | -4 | 2
O=C(Nc1ccccc1F)N1CCCC1c1cccnc1 (stereo not given) | -4 | -7 | -13 | 4 | 7 | -5 | -13
C[C@H](CO)N1C[C@H](C)[C@H](CN(C)S(=O)(=O)c2cccs2)Oc2ccc(NS(C)(=O)=O)cc2C1=O | . | -8 | 18 | . | 1 | . | -8
NC(=O)SCC(=O)Nc1ccccc1C(=O)O | -2 | 8 | -9 | 0 | 0 | 0 | 8
CC(O)[C@H]1CN=C(N)N1CCCCC1CCCCC1 (stereo not given in full) | 11 | 2 | 4 | -1 | 2 | 1 | 8
COc1cc(/C=C/C(=O)OCC(=O)N2CCCC2)ccc1OCC#N | 3 | 3 | -17 | 11 | -1 | -5 | -5
Cc1cc(C(=O)OCC(=O)NC2CCC(C)CC2)c(C)o1 (stereo not given) | -2 | . | -11 | 12 | -3 | -3 | -11
CC(C)C#Cc1ccc([C@@H]2[C@@H](CO)N3CCCCN(CC4CC4)C[C@H]23)cc1 | 3 | 13 | 8 | -8 | 1 | -34 | 5
CCOC(=O)C1CCN(C(=O)CSc2cc(=O)n(CC)c3ccccc23)CC1 | -3 | 9 | 3 | . | -1 | . | .
COc1cccc(-c2nc(Oc3cccc(C)c3C)c3ccccc3n2)c1O | . | -13 | -15 | . | . | 13 | .
Cc1c(NC(=O)C2CC(c3ccc(F)cc3)=NO2)c(=O)n(-c2ccccc2)n1C (stereo not given) | -1 | -7 | -6 | 12 | -2 | 12 | -3
OCC(Cc1ccccc1)NCc1ccccc1C(F)(F)F (stereo not given) | -3 | -19 | 11 | 6 | -2 | 6 | 11
Cn1c(N)c(C(=O)Nc2ccc(-c3ccccc3)cc2)sc1=S | 1 | 11 | 13 | -2 | 1 | 19 | 16
COc1ccc(-c2csc(NC(=S)NC(=O)c3cccs3)n2)cc1Br | 1 | . | . | -7 | 0 | 4 | -3

Molecules listed so far that have a CF3 group:
SMILES | SIRT5 block | ARNT-TACC3 inh | LGR2 inh | DENV2 CPE | Casp6 inh | PAX8 inh HTS | EWS-Fli block
C[C@@H]1CCCCO[C@H](CN(C)C(=O)Nc2ccc(C(F)(F)F)cc2)[C@@H](C)CN([C@H](C)CO)C(=O)c2cc(NC(=O)Nc3ccc(F)cc3)ccc2O1 | 7 | 3 | 6 | -1 | 0 | 8 | -14
COc1cc(C(=O)NC2(C(F)(F)F)NC(=O)N(CCCc3ccccc3)C2=O)cc(OC)c1OC (stereo not given) | 1 | 0 | 22 | -15 | 2 | 16 | -7
OCC(Cc1ccccc1)NCc1ccccc1C(F)(F)F (stereo not given) | -3 | -19 | 11 | 6 | -2 | 6 | 11

5 of the entries above in order of their number in LGR2 inh, lowest first.
canonical_smiles	SIRT5 block	ARNT-TACC3 inh	LGR2 inh	DENV2 CPE	Casp6 inh
O=C(Nc1ccccc1F)N1CCCC1c1cccnc1 (stereo not given)	-4	-7	-13	4	7
Cc1cc(C(=O)OCC(=O)NC2CCC(C)CC2)c(C)o1 (stereo not given)	-2	.	-11	12	-3
CCOC(=O)C1CCN(C(=O)CSc2cc(=O)n(CC)c3ccccc23)CC1	-3	9	3	.	-1
OCC(Cc1ccccc1)NCc1ccccc1C(F)(F)F (stereo not given)	-3	-19	11	6	-2
C[C@H](CO)N1C[C@H](C)[C@H](CN(C)S(=O)(=O)c2cccs2)Oc2ccc(NS(C)(=O)=O)cc2C1=O	.	-8	18	.	1

High-throughput results (PubChem BioAssay)

Outcome played no part in choosing rows. About 4.9% of those tested had a hit in this group.
